SV40 large T antigen = SV40 large T antigen inhibitors, biochemical (AID 1903); SV40 large T antigen ATPase/helicase inhibition assay; higher % means a stronger effect; inhibition, % at 20 µM; hits with a dose series show IC50 in µM; hit rate 0.39% among 310,000; in the data active means a potency from the dose series; further: strong numbers were not always called active
Myeloid diff 2 = induction of myeloid progenitor differentiation, primary screen, cell-based, flow cytometry, MLPCN library. ER-HoxA9 myeloid progenitors, lysozyme-GFP differentiation. calls only at 10 µM. hit rate 1% among 360,000. AID 624256, 2012;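 active means normalized GFP-positive differentiation at or above the plate's own cutoff, the solvent-only control mean plus 3 SD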;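 further: cells exposed to compound for four days before flow analysis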
RSV antiviral HEp-2 = RSV antiviral activity via CPE protection, HEp-2 cells, primary 10 µM value included (AID 2391) | one-dose CPE inhibition, % at 10 µM; IC50 in µM for titrated hits | HEp-2 cells, RSV-induced CPE inhibition; higher % means a stronger effect | hit rate 0.13% among 310,000; in the data active means a potency from the dose series; further: strong numbers were not always called active
MgcRacGAP inhibition = MgcRacGAP GTPase-activating activity inhibitors, confirmation, biochemical, ADP Hunter fluorescence; hit rate 0.6% among 340,000; inhibition, % at 30 µM, or IC50 in µM where a hit was titrated; Rac GTPase-activating protein 1 (Homo sapiens); MgcRacGAP-stimulated Rac1 GTP hydrolysis, ADP Hunter fluorescence; higher % means a stronger effect; GST-tagged Rac1 F28L mutant substrate;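 active means first-screen hits whose inhibition reached a set limit at any dose in the follow-up dose series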;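 further: fluorescence reports GDP produced by GAP-driven GTP hydrolysis; strong numbers were not always called active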
West Nile virus CPE = West Nile virus antiviral activity, cell-based, CPE readout (AID 1621); hit rate 0.02% among 290,000; West Nile virus-infected cells, CPE inhibition; higher % means a stronger effect; CPE inhibition, % at 10 µM, or IC50 in µM where a hit was titrated; in the data active means a potency from the dose series; further: strong numbers were not always called active
b-catenin transl = modulators of beta-catenin nuclear translocation, primary screen, imaging, HeLa cells, immunofluorescence, high-content; nuclear translocation activity, % at 5 µM; hit rate 0.3% among 190,000; AID 1665, 2009;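 active means nuclear translocation activity above 50% at 5 µM, with a well cell count of 50 or more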;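 further: per-cell ratio of nuclear to cytoplasmic median beta-catenin stain intensity; plate controls were DMSO negative control for no effect and GSK-3 inhibitor IX positive control for full effect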
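Test system: human HeLa cells, native beta-catenin. Compound dosing: 5 µM primary single dose, 0.1% DMSO, 0.02–20 µM confirmation series. Incubation: compound exposure 24 h at 37°C. Detection: beta-catenin immunostaining with DAPI counterstain, 20x imaging, 6 fields/well. Read-out basis: Nuclear/cytoplasmic beta-catenin signal ratio, % activation.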
Salmonella PhoP GFP = inhibitors of PhoP regulon expression, primary screen, Salmonella Typhimurium, GFP reporter (AID 1863); S. Typhimurium PhoP-regulated promoter GFP reporter, 4 h; higher % means a stronger effect; one-dose inhibition, % at 50 µM; IC50 in µM for titrated hits; hit rate 0.16% among 300,000;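 active means inhibition over 29.93%, a cutoff 3 SD above the screen mean, later confirmed by dose response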;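 further: 0% = low Mg2+ inducing control and 100% = high Mg2+ repressing control; strong numbers were not always called active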
T cell HTS = modulators of CD8 T cell-vesicle binding, primary screen, mouse 2C CD8+ T cells, flow cytometry | calls only at 7 µM | 2C CD8+ T cell-vesicle binding; stronger effect = lower value | AID 2052, 2009 | hit rate 0.068% among 330,000;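 active means response, share of CD8 T cells binding vesicles, and their 90th percentile fluorescence all below set limits, cut at about 80% in these data, passing the limit was not always enough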
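Test system: purified 2C TCR transgenic mouse naive CD8+ T cells. Probe or stimulus: QL9-peptide-loaded Drosophila micro-vesicles bearing Ld, ICAM-1 and B7-1. Incubation: binding step 1.5 h, 37 °C, antibody labelling 20 min, ice. Measured by: flow cytometry of vesicle-bound cells.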
WT yeast gro inh = growth inhibition of WT strain, primary screen, mitochondrial fusion inhibitor project, WT and mutant strains, chemical genetic. mitochondrial fusion phenotypic screen. inhibition, % at 10 µM. hit rate 2.1% among 190,000; in the data active means inhibition above about 58%; tested in S. cerevisiae
WT yeast gro inh mutant strain = further read-out of WT yeast gro inh, marked with its call; inhibition, %; mitochondrial fusion phenotypic screen, mutant strain inhibition
b-catenin transl cell count 5 µM = further read-out of b-catenin transl, marked with its call; cell count; measured here: cell count, cytotoxicity flag
T cell HTS vesicle-bound % = further read-out of T cell HTS, marked with its call; double positive events, %; measured here: CD8+ vesicle-bound cell fraction;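 binding gate set so that unloaded-vesicle control wells show 10% double positive cells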
Myeloid diff 2 GFP+ MAC1+ % = also measured in Myeloid diff 2; calls as there; GFP+ MAC1+ double positive, %; measured here: differentiation confirmed by MAC1 staining
The depositor's hits bear a star. Hits appear at their usual frequency, and some 3.6% of all compounds hit somewhere here.

`O=C(N/N=C/c1ccc(N2CCCC2)c([N+](=O)[O-])c1)c1cccnc1` gave SV40 large T antigen 8%, Myeloid diff 2 inactive, RSV antiviral HEp-2 3.3%, MgcRacGAP inhibition 1%, West Nile virus CPE -0.4%, b-catenin transl -2.3, Salmonella PhoP GFP -4%, T cell HTS inactive, WT yeast gro inh 14, WT yeast gro inh mutant strain 2, b-catenin transl cell count 5 µM 1123, T cell HTS vesicle-bound % 26 and Myeloid diff 2 GFP+ MAC1+ % 0.1.
CS(=O)(=O)N(Cc1ccccc1Cl)c1ccc(C(=O)NCc2cccnc2)cc1 was read as SV40 large T antigen 18%, Myeloid diff 2 inactive, RSV antiviral HEp-2 3.3%, MgcRacGAP inhibition 2%, West Nile virus CPE -1.1%, b-catenin transl 1.7, Salmonella PhoP GFP 11%, T cell HTS inactive, WT yeast gro inh 1, WT yeast gro inh mutant strain 5, b-catenin transl cell count 5 µM 1106, T cell HTS vesicle-bound % 45 and Myeloid diff 2 GFP+ MAC1+ % 0.2.
`O=C(Nc1ccc(Cl)cc1)N1CCC(c2nc(-c3ccc(F)cc3)no2)CC1` gave SV40 large T antigen 7%, Myeloid diff 2 inactive, RSV antiviral HEp-2 3.5%, MgcRacGAP inhibition -2%, West Nile virus CPE -0.4%, Salmonella PhoP GFP -7%, T cell HTS inactive, WT yeast gro inh 37, WT yeast gro inh mutant strain 9, T cell HTS vesicle-bound % 28 and Myeloid diff 2 GFP+ MAC1+ % 1.9.
Cc1ccc(OC(=O)c2cc(=O)c3ccccc3o2)cc1 was read as SV40 large T antigen 34%, Myeloid diff 2 inactive, RSV antiviral HEp-2 0.3%, MgcRacGAP inhibition 10%, West Nile virus CPE -0.4%, b-catenin transl -0.2, Salmonella PhoP GFP -1%, T cell HTS inactive, WT yeast gro inh -9, WT yeast gro inh mutant strain 18, b-catenin transl cell count 5 µM 944, T cell HTS vesicle-bound % 8 and Myeloid diff 2 GFP+ MAC1+ % 0.9.
For CC1c2[nH]c3ccccc3c2C[C@H]2C(=O)N(CCO)CC(=O)N12 (some centres undefined) the results were SV40 large T antigen 10%, Myeloid diff 2 inactive, RSV antiviral HEp-2 0.3%, MgcRacGAP inhibition 4%, West Nile virus CPE 0.1%, Salmonella PhoP GFP 4%, T cell HTS inactive, T cell HTS vesicle-bound % 58 and Myeloid diff 2 GFP+ MAC1+ % 0.5.
O=C(CCN1CCN(c2ccccc2)CC1)N/N=C/c1ccccc1O was read as SV40 large T antigen 11%, Myeloid diff 2 inactive, RSV antiviral HEp-2 1.1%, MgcRacGAP inhibition 2%, West Nile virus CPE -1.0%, b-catenin transl 0.5, Salmonella PhoP GFP 16%, T cell HTS inactive, WT yeast gro inh -9, WT yeast gro inh mutant strain 8, b-catenin transl cell count 5 µM 1050, T cell HTS vesicle-bound % 29 and Myeloid diff 2 GFP+ MAC1+ % 0.7.
O=C(NCCCO)c1cc([N+](=O)[O-])cc2c1C=Cc1ccccc1O2 was read as SV40 large T antigen 23%, Myeloid diff 2 inactive, RSV antiviral HEp-2 2.0%, MgcRacGAP inhibition 10%, West Nile virus CPE -0.4%, b-catenin transl 1.5, Salmonella PhoP GFP 8%, T cell HTS inactive, WT yeast gro inh 1, WT yeast gro inh mutant strain 10, b-catenin transl cell count 5 µM 1065, T cell HTS vesicle-bound % 25 and Myeloid diff 2 GFP+ MAC1+ % 0.5.
`CN(C)c1nc2c(N)ncnc2n1[C@H]1O[C@@H](CO)[C@H](O)[C@@H]1O` gave SV40 large T antigen -2%, Myeloid diff 2 inactive, RSV antiviral HEp-2 1.2%, MgcRacGAP inhibition 3%, West Nile virus CPE 0.2%, Salmonella PhoP GFP 3%, T cell HTS inactive, T cell HTS vesicle-bound % 51 and Myeloid diff 2 GFP+ MAC1+ % 0.4.
For CC1(C)Cc2nc3oc4c(N5CCOCC5)ncnc4c3cc2CO1 the results were SV40 large T antigen -1%, Myeloid diff 2 inactive, RSV antiviral HEp-2 0.2%, MgcRacGAP inhibition 9%, West Nile virus CPE 1.1%, b-catenin transl 18, Salmonella PhoP GFP 3%, T cell HTS inactive, WT yeast gro inh -11, WT yeast gro inh mutant strain 0, b-catenin transl cell count 5 µM 855, T cell HTS vesicle-bound % 36 and Myeloid diff 2 GFP+ MAC1+ % 0.6.
For COc1cc(NC(=O)c2sc3ncn(CC(=O)N4CCCC(C)C4)c(=O)c3c2C)cc(OC)c1OC (centres undefined) the results were SV40 large T antigen 29%, Myeloid diff 2 inactive, RSV antiviral HEp-2 -0.5%, MgcRacGAP inhibition -12%, West Nile virus CPE 0.7%, Salmonella PhoP GFP 5%, T cell HTS inactive, T cell HTS vesicle-bound % 10 and Myeloid diff 2 GFP+ MAC1+ % 0.6.
Screening O=C(C1CC1)N1CCC(Oc2cccc(C(=O)N3CCCCC3CCO)c2)CC1 (centres undefined) returned SV40 large T antigen 18%, Myeloid diff 2 inactive, RSV antiviral HEp-2 1.1%, MgcRacGAP inhibition -7%, West Nile virus CPE -0.1%, Salmonella PhoP GFP -9%, T cell HTS inactive, T cell HTS vesicle-bound % 2 and Myeloid diff 2 GFP+ MAC1+ % 0.2.
Screening CC(=O)c1ccc(N2CCN(C(=O)Cn3c(=S)[nH]c4ncccc4c3=O)CC2)cc1 returned SV40 large T antigen 8%, RSV antiviral HEp-2 1.6%, West Nile virus CPE -0.8%, b-catenin transl 1.7, Salmonella PhoP GFP -8%, T cell HTS inactive, WT yeast gro inh -4, WT yeast gro inh mutant strain 4, b-catenin transl cell count 5 µM 967 and T cell HTS vesicle-bound % 54.
O=C(O)c1ccccc1SCC(=O)N1CCc2ccccc21 was read as SV40 large T antigen 5%, Myeloid diff 2 inactive, RSV antiviral HEp-2 2.0%, MgcRacGAP inhibition 4%, West Nile virus CPE -0.2%, b-catenin transl -0.4, Salmonella PhoP GFP -3%, T cell HTS inactive, WT yeast gro inh -17, WT yeast gro inh mutant strain 7, b-catenin transl cell count 5 µM 1016, T cell HTS vesicle-bound % 29 and Myeloid diff 2 GFP+ MAC1+ % 1.0.
Screening CC1(C)CC(=O)C2=C(C1)N1C(=C(C#N)C2c2ccc(Cl)cc2)N=C(N)c2ccccc21 (centres undefined) returned SV40 large T antigen 2%, Myeloid diff 2 inactive, RSV antiviral HEp-2 0.7%, MgcRacGAP inhibition 7%, b-catenin transl -1.6, Salmonella PhoP GFP 20%, T cell HTS inactive, WT yeast gro inh 4, WT yeast gro inh mutant strain -6, b-catenin transl cell count 5 µM 552, T cell HTS vesicle-bound % 67 and Myeloid diff 2 GFP+ MAC1+ % 3.5.
For Cc1cc(C)n(C(=O)CNc2ccccc2Cl)n1 the results were SV40 large T antigen 0%, Myeloid diff 2 inactive, RSV antiviral HEp-2 -0.3%, MgcRacGAP inhibition 6%, West Nile virus CPE 0.4%, b-catenin transl -0.6, Salmonella PhoP GFP -5%, T cell HTS inactive, WT yeast gro inh -8, WT yeast gro inh mutant strain -9, b-catenin transl cell count 5 µM 1162, T cell HTS vesicle-bound % 18 and Myeloid diff 2 GFP+ MAC1+ % 1.2.
Screening CCN(CC(=O)Nc1ccc(NC(C)=O)cc1)c1ccc(C(F)(F)F)cn1 returned SV40 large T antigen 8%, Myeloid diff 2 inactive, RSV antiviral HEp-2 1.4%, MgcRacGAP inhibition 6%, West Nile virus CPE -0.2%, b-catenin transl 0.4, Salmonella PhoP GFP -10%, T cell HTS inactive, WT yeast gro inh -12, WT yeast gro inh mutant strain -12, b-catenin transl cell count 5 µM 960, T cell HTS vesicle-bound % 40 and Myeloid diff 2 GFP+ MAC1+ % 0.2.
Screening O=C(N/N=C/c1cc2c(cc1[N+](=O)[O-])OCO2)c1cccnc1 returned SV40 large T antigen 12%, Myeloid diff 2 inactive, RSV antiviral HEp-2 1.4%, MgcRacGAP inhibition 6%, West Nile virus CPE 0.2%, b-catenin transl 0.1, Salmonella PhoP GFP 12%, T cell HTS inactive, b-catenin transl cell count 5 µM 1316, T cell HTS vesicle-bound % 7 and Myeloid diff 2 GFP+ MAC1+ % 0.3.
For O=C(Cn1cnc([N+](=O)[O-])n1)NC1CC1 the results were SV40 large T antigen 5%, Myeloid diff 2 inactive, RSV antiviral HEp-2 2.1%, MgcRacGAP inhibition 1%, West Nile virus CPE 0.7%, b-catenin transl 5.4, Salmonella PhoP GFP -5%, T cell HTS inactive, WT yeast gro inh 5, WT yeast gro inh mutant strain 5, b-catenin transl cell count 5 µM 1027, T cell HTS vesicle-bound % 36 and Myeloid diff 2 GFP+ MAC1+ % 1.0.
Screening Cc1cc(C)n(CC(=O)NC2CCCc3c2cnn3-c2ccccc2F)n1 (centres undefined) returned SV40 large T antigen 5%, Myeloid diff 2 inactive, RSV antiviral HEp-2 3.6%, MgcRacGAP inhibition 0%, West Nile virus CPE 0.7%, Salmonella PhoP GFP -3%, T cell HTS inactive, T cell HTS vesicle-bound % 32 and Myeloid diff 2 GFP+ MAC1+ % 1.2.
Screening CCOC(=O)N1CCN(c2cc(=O)n(-c3ccccc3C)c(=O)[nH]2)CC1 returned SV40 large T antigen 17%, Myeloid diff 2 inactive, RSV antiviral HEp-2 0.7%, MgcRacGAP inhibition 7%, West Nile virus CPE 0.2%, b-catenin transl -0.9, Salmonella PhoP GFP -6%, T cell HTS inactive, WT yeast gro inh -9, WT yeast gro inh mutant strain 14, b-catenin transl cell count 5 µM 1126, T cell HTS vesicle-bound % 38 and Myeloid diff 2 GFP+ MAC1+ % 0.1.
`CC(C)c1ccc(C2(C)NC(=O)N(CC(=O)N3CCN(C(=O)c4cccs4)CC3)C2=O)cc1` (centres undefined) gave Myeloid diff 2 inactive, RSV antiviral HEp-2 3.5%, MgcRacGAP inhibition 3%, T cell HTS inactive, T cell HTS vesicle-bound % 13 and Myeloid diff 2 GFP+ MAC1+ % 0.5.

High-throughput results (PubChem BioAssay)
